CHRM5 antagonist = human M5 muscarinic receptor antagonists, primary screen, CHO cells, Fluo-8 calcium fluorescence; 0.59% of 360,000 active; CHO-hM5 cells, ACh EC80; inhibition, % at 3 µM;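 active means inhibition above a per-plate cutoff, the mean of that plate's test compounds plus 3 SD, cut at about 27% in these data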;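 further: 0% = acetylcholine EC80 with DMSO and 100% = DMSO without agonist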
Target sequence (P08912 whole entry, looked up): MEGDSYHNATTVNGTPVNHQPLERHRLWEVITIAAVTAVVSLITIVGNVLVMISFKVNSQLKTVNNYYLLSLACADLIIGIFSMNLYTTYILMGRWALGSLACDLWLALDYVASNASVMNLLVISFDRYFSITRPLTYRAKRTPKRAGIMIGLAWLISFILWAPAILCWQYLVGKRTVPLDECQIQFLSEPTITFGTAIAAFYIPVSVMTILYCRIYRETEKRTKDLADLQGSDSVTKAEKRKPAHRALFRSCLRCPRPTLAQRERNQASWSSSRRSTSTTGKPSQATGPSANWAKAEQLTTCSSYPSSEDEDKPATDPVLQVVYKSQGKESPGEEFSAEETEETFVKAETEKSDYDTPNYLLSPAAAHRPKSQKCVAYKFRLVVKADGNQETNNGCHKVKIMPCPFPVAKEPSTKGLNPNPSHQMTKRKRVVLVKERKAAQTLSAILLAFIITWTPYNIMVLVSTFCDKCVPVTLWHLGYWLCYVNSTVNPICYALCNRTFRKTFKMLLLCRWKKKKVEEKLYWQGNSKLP
CHRM5 agonist = human M5 muscarinic receptor agonists, primary screen, CHO-K1 cells, Fluo-8 calcium fluorescence. Muscarinic acetylcholine receptor M5 (Homo sapiens), P08912. CHO-K1 hM5 cells; 0% DMSO wells, 100% maximal acetylcholine response. activation, % at 3 µM. 0.19% of 360,000 active;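 active means activation above the run's mean over test compounds plus 3 SD, cut at about 23% in these data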;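 further: signal is peak over basal fluorescence ratio across the kinetic read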
M5 PAM = human M5 muscarinic receptor positive allosteric modulators, primary screen, CHO-K1 cells, Fluo-8 calcium fluorescence; CHO-K1 hM5, ACh EC20 PAM; 0% = ACh EC20, 100% = ACh EC100; activation, % at 3 µM; 0.3% of 360,000 active;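 active means activation above the run cutoff, the mean activation of all test compounds plus 3 SD, cut at about 18% in these data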
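Measured by: Fluo-8 calcium fluorescence; material: human M5 receptor in CHO-K1 cells; schedule: Post-acetylcholine fluorescence recording 140 s; benchmarks: low control EC20 acetylcholine (0%), high control EC100 acetylcholine (100%); read-out: Max/basal fluorescence ratio as % of EC20–EC100 ACh window; compound: single dose, 3 µM nominal final test concentration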
TAAR1 ag = human TAAR1 agonists, primary screen, Fluo-8 calcium fluorescence, CHO RD-HGA16 cells | 0.99% of 360,000 active | vehicle wells 0%, saturating PEA agonist 100% | AID 624467, 2012 | Trace amine-associated receptor 1 (Homo sapiens), Q96RJ0 | activation, % at 3 µM;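 active means activation above the mean activation of all test compounds in the run plus 3 SD, cut at about 38% in these data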
Target sequence (Q96RJ0 whole entry, looked up): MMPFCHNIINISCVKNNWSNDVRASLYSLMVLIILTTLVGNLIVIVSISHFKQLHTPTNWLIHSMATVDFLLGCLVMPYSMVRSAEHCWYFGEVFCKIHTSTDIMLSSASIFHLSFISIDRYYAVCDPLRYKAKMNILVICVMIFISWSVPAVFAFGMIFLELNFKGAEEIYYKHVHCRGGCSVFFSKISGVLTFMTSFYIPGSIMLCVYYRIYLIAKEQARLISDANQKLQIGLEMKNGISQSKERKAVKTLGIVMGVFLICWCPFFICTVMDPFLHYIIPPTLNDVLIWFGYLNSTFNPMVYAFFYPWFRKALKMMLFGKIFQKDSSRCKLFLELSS
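System: CHO-derived RD-HGA16 cells with stable Gα16 and human TAAR1. Times: 17-24 h plating, Fluo-8 75 min 37 °C, 30 min RT. Measured by: calcium-sensitive Fluo-8 signal, excitation 470-495, emission 515-575 nm. Read-out basis: % activation relative to PEA EC100 response. Control set: DMSO and PEA EC100. Repeats: no replicates (n 1).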
M4 antag = human M4 muscarinic receptor antagonists, primary screen, CHO cells, Fluo-8 calcium fluorescence; 0.73% of 360,000 active; Muscarinic acetylcholine receptor M4 (Homo sapiens), P08173; CHO-hM4 cells, ACh EC80; inhibition, % at 3 µM;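 active means inhibition above its plate's cutoff, the mean inhibition of sample wells plus 3 SD, cut at about 27% in these data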;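 further: 0% = acetylcholine EC80 with DMSO and 100% = DMSO without agonist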
M1 PAM = human M1 muscarinic receptor positive allosteric modulators, primary screen, CHO-K1 cells, Fluo-8 calcium fluorescence, 1536-well; activation, % at 3 µM; CHO-K1 hM1, ACh EC20; 0% = ACh EC20, 100% = maximal ACh; AID 588819, 2011; 0.088% of 360,000 active; in the data active means activation above about 19%, passing the limit was not always enough
M1 antag = human M1 muscarinic receptor antagonists, primary screen, CHO-K1 cells, Fluo-8 calcium fluorescence, 1536-well | Muscarinic acetylcholine receptor M1 (Homo sapiens), P11229 | CHO-K1 hM1, ACh EC80 antagonist | inhibition, % at 3 µM | 1.3% of 360,000 active | AID 588852, 2011;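 active means percent inhibition above its own plate's cutoff, namely the mean of that plate's compound wells plus 3 SD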;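 further: peak over basal fluorescence ratio during 140 s after agonist addition; 0% = ACh EC80 plus DMSO and 100% = DMSO alone without agonist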
CHRM4 agonist = human M4 muscarinic receptor agonists, primary screen, CHO-K1 cells, Fluo-8 calcium fluorescence; activation, % at 3 µM; CHO-K1 hM4/Gqi5; vehicle 0%, full acetylcholine response 100%; AID 624127, 2012; 0.14% of 360,000 active;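 active means activation above the run mean over all test wells plus 3 SD, cut at about 32% in these data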;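 further: peak over basal fluorescence ratio per well then scaled between controls; 0% = DMSO wells and 100% = acetylcholine at EC100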
M1 ag = human M1 muscarinic receptor agonists, primary screen, Fluo-8 calcium fluorescence, CHO-K1 cells, HTS. Muscarinic acetylcholine receptor M1 (Homo sapiens), P11229. CHO-K1 hM1, agonist mode; 0% DMSO, 100% acetylcholine EC100. 0.33% of 360,000 active. activation, % at 3 µM;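 active means activation above the run's mean compound activation plus 3 SD, cut at about 16% in these data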;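 further: peak over basal fluorescence ratio within a 140 s kinetic read after compound addition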
Numbers without * were called inactive; x = no result given. This is a subset; the hit share may differ from the screen's.

SMILES	CHRM5 antagonist	CHRM5 agonist	M5 PAM	TAAR1 ag	M4 antag	M1 PAM	M1 antag	CHRM4 agonist	M1 ag
O=C(NC1CCCCC1)N1CCC(c2nc(-c3ccc(S(=O)(=O)N4CCCC4)cc3)no2)CC1	-8.0	3.8	-0.7	x	1.5	-0.4	-0.3	2.3	-1.1
COC(=O)c1cc(Cl)nc2ccccc12	-2.6	3.2	21.4*	-0.2	-5.8	1.9	3.9	1.1	-1.7
CC1=C(C(=O)Nc2ccccc2C(=O)NC2CCC(C)CC2)SCCO1 (stereo unspecified)	11.2	-3.4	-4.0	1.8	-12.2	-6.5	24.9	0.1	-1.6
Cn1cncc1C(=O)c1ccccc1	6.6	-4.1	1.4	2.6	7.2	-0.7	-3.2	3.7	-5.2
COc1ccc(CCNc2c(C)c(C)nc3ncnn23)cc1	28.8*	10.7	-22.6	10.1	6.0	-15.6	31.3	13.2	3.9
Cc1ccn2cc(C(=O)NC3CCN(Cc4ccccc4)CC3)nc2c1	6.6	-3.5	0.4	6.3	3.7	-9.0	9.8	0.4	-15.2
CCN1C(=O)/C(=C\C=C\c2ccccc2[N+](=O)[O-])SC1=S	10.6	-2.5	-4.9	4.6	-1.2	10.9	-6.4	0.1	-9.8
O=S1c2ccccc2Sc2ccccc21	5.8	-2.6	-1.2	-1.2	3.2	13.2	-17.6	0.3	-1.4
CCOc1cc2c(C#N)c(N3CCCCC3)nc(N)c2c(N)n1	-4.0	1.8	-1.7	1.7	2.7	0.3	7.4	2.0	-2.9
COc1ccc(NC(=O)CC2C(=O)N(c3ccc(OC)cc3)C(=S)N2NC(=O)c2cccc(F)c2)cc1 (stereo unspecified)	12.2	1.0	-8.1	1.4	0.5	1.6	7.0	3.6	-1.4
CN(c1cccnc1)c1ncnc2[nH]ncc12	6.6	1.8	0.4	1.4	0.7	5.9	-8.0	0.6	-1.5
Cc1ccc2nc(Nc3ccccc3)c(C=O)c(=O)n2c1	-1.2	1.0	5.4	0.2	2.5	5.6	-12.9	1.2	-4.0
COc1ccc(S(=O)(=O)N2CCN(c3ccc4nnc(-c5ccc(F)cc5)n4n3)CC2)cc1	0.8	-2.3	-5.7	3.5	5.3	3.8	-4.2	-0.7	-6.2
Cc1cc(C)cc(N=c2c([N+](=O)[O-])nn(-c3ccc4c(c3)OCCO4)n2O)c1	9.9	0.7	-9.5	0.2	-3.7	3.8	-21.3	3.8	-2.2
CCOC(=O)c1c(C=O)c2sc(C)cc2n1C	-13.1	-1.1	14.4	-3.4	18.5	11.5	-44.8	-0.8	-5.4
N=C1/C(=C\c2ccc(-c3cc(Cl)cc(Cl)c3)o2)C(=O)N=C2SC=C(c3ccccc3)N12	-1.8	-1.5	-1.3	-0.5	-6.8	11.1	-10.6	0.8	-7.1
COc1ccc(-n2c(C)cc(C(=O)COC(=O)Cn3cnc4ccccc43)c2C)cc1	17.7	-0.7	-13.5	4.9	15.8	-11.7	20.2*	8.8	2.1
O=C(NCCCN1CCCC1=O)Nc1ccc(Cl)cc1Cl	-12.2	-2.8	2.6	-0.3	-3.4	7.0	-8.8	0.8	-3.3
O=C(O)C1=C[C@@H](c2ccc(C(F)(F)F)cc2)C[C@@H](OCCCCO)O1	7.0	2.2	-0.5	1.7	10.9	-0.8	7.6	2.2	-2.9
O=S1(=O)CC(N2CCN(c3ccccn3)CC2)CN1C1CCCCC1 (stereo unspecified)	5.8	1.4	-7.8	8.8	-11.4	11.8	-7.2	2.9	5.0
COc1cc(NC(=O)c2ccc(OCc3c(C)noc3C)c(OC)c2)cc(OC)c1	7.0	-2.0	-19.6	7.7	-8.0	2.8	-6.2	8.0	-3.6
COc1ccc(NC(=O)CSc2nnc(C3CCCCC3)n2-c2ccccc2)cc1	10.0	-2.2	-9.7	11.9	7.9	-1.8	13.9	1.1	-2.8
COc1cc(NC(=O)c2cccc(C)c2)c(OC)cc1NC(=O)CN1CCCCC1	-16.6	-3.6	8.2	1.1	0.5	2.5	-6.2	0.4	-10.6
Cc1cc(C(=O)N/N=C2\CCCC(=O)C2)c2ccccc2n1	-0.7	1.1	1.4	0.1	11.9	2.8	-3.8	0.4	-1.9
COc1ccc(S(=O)(=O)N2CCOC23CCN(S(=O)(=O)c2cc(F)ccc2F)CC3)cc1	10.8	-2.4	-8.1	4.6	5.2	-5.6	6.6	5.0	5.9
COCCNC(=S)NNC(=O)CSCc1ccc(Cl)cc1Cl	3.2	-1.4	2.2	5.7	-0.6	10.6	-6.0	2.2	-1.9
CCOC(=O)N1CCC(NC(=O)C2CCCN(C(=O)c3cc4sccc4n3C)C2)CC1 (stereo unspecified)	0.4	1.2	-5.2	0.0	-14.4	3.6	-2.9	2.0	1.0
O=C(/C=C/c1ccc(F)cc1)NC(=S)NNC(=O)c1cccnc1	8.6	4.1	-6.0	39.6*	-4.8	-5.6	6.7	3.3	1.1
CCOC(=O)C1C(=O)C=C(c2cccc(NS(C)(=O)=O)c2)CC1c1ccco1 (stereo unspecified)	-2.5	1.2	-1.5	14.2	-1.8	6.0	2.0	12.7	-2.9
Cc1ccc(S(=O)(=O)N2CCCCC2)cc1NC(=O)COC(=O)c1cc[n+]([O-])cc1	-7.6	-2.4	6.6	1.4	-13.8	5.2	-5.6	0.5	-6.3
CN(C)c1ccc(CC(=O)N2CCCCC2c2cc(C(=O)Nc3cccc(C#N)c3)no2)cc1 (stereo unspecified)	2.1	0.7	-8.0	10.3	-3.2	1.5	11.8	7.7	-2.9
O=C(NCCC1=CCCCC1)C1CCN(S(=O)(=O)N2CCOCC2)CC1	-2.0	1.0	-0.3	9.5	-3.2	1.5	0.4	1.2	-3.3
C/C(=C\C(=O)c1cccnc1)Nc1ccc(C(=O)O)cc1	10.6	-0.2	-7.6	17.7	-1.7	10.8	-9.6	0.7	-4.3
COc1cc(NC(=O)CSc2nc(=O)n(CCN3CCOCC3)c3c2CCCC3)cc(OC)c1	-1.1	1.3	1.6	0.3	-19.2	9.8	-4.7	5.2	-6.9
Nc1ccc(S(=O)(=O)Nc2cc(Cl)c(N)c(Cl)c2)cc1	-3.6	2.9	-4.8	9.5	-9.5	0.3	-5.9	2.5	-0.5
Cc1cc(S(=O)(=O)NCc2ccccn2)c(Cl)cc1Cl	9.6	-4.7	-6.0	1.9	-6.1	11.9	-18.9	1.4	-3.1
Cc1cc2nc(-c3ccccc3)c(Cc3cccc(F)c3)n2c(C)c1Br	1.0	0.4	-7.6	1.4	0.4	4.8	-2.6	-2.1	-9.4
Cc1cc(C)cc(N2CCCC2=O)c1	-3.3	0.7	2.6	-0.2	-11.4	7.7	-5.5	-0.3	-3.4
Oc1cccc(C2c3[nH]c4ccccc4c3CCN2Cc2cnn(-c3ccccc3)c2)c1 (stereo unspecified)	8.3	-9.3	2.0	1.6	3.0	-6.1	18.8	0.8	-6.5
CC(C)c1ccc(-c2nc3ccccc3s2)cc1	5.8	-3.8	-3.0	7.0	0.1	10.1	-14.6	-0.3	-2.7
Cc1ccc(NC(=O)c2cc(S(=O)(=O)c3ccccc3)ccc2Cl)cc1	6.8	1.1	-1.9	-1.1	-1.4	6.5	-0.4	1.8	-0.9
Nc1ccccc1SC(CC(=O)c1ccccc1)c1ccc([N+](=O)[O-])cc1 (stereo unspecified)	14.4	7.3	6.8	-2.3	3.5	4.7	-8.6	2.3	-0.1
N/C(=N\OC(=O)c1ccccc1[N+](=O)[O-])c1ccccn1	-1.2	-2.8	0.0	2.0	1.2	-3.3	2.2	0.6	-6.2
Cc1cc(OCC(=O)Nc2ccc3oc(=O)ccc3c2)ccc1Cl	8.8	-2.7	-3.4	0.9	-3.3	7.5	-5.6	1.9	-1.9
O=C(O)c1ccc(-n2c(-c3cc(C4CC4)[nH]n3)n[nH]c2=S)cc1	3.8	-3.1	4.5	0.5	0.0	3.3	-9.1	0.2	-1.7
COc1ccc(S(=O)(=O)NCC2CCCN(Cc3cccc(C(C)=O)c3)C2)cc1 (stereo unspecified)	-11.4	-6.4	-2.4	-0.1	-10.2	0.9	-2.0	1.2	-5.9
COc1cc(C(=O)NNC(=O)C2CC=CCC2C(=O)O)cc(OC)c1OC (stereo unspecified)	-2.4	0.5	0.0	-0.2	10.7	5.4	-3.3	0.8	-6.0
NS(=O)(=O)c1cccc2c1c([N+](=O)[O-])cc1nc(O)c(O)nc12	2.0	2.1	4.2	0.1	-20.6	6.8	-42.9	0.9	-3.4
CCCc1ccc(C(O)c2ncc(-c3ccc(C)cc3)[nH]2)cc1 (stereo unspecified)	-3.3	-0.1	-0.8	7.5	-13.9	-3.0	-14.9	0.2	-2.9
COc1ccc(CN(C)C(=O)CNC(=O)c2ccc(C)cc2)cc1	7.0	-1.5	6.5	3.6	15.9	10.7	-6.1	1.1	-2.0
CC1Cc2ccccc2N1C(=O)CN1CCCCC1 (stereo unspecified)	7.2	-0.5	-6.6	-0.1	-2.2	3.5	-7.6	17.0	-7.8
O=C(CC[C@H]1O[C@@H](n2ccc(=O)[nH]c2=O)[C@H](O)[C@@H]1O)NC1CCN(Cc2ccccc2)C1 (stereo partly specified)	-1.7	0.4	-2.5	-0.6	-6.3	2.0	-10.6	0.7	-2.0
CCCc1nc2n[nH]c(N)c2c2c1COC(C)(C)C2	5.1	-1.5	-1.1	-0.9	0.1	-6.0	8.1	-0.2	-1.8
COc1ccc(NS(=O)(=O)c2cc(NC(=O)c3cc(=O)c4ccccc4o3)ccc2OC)cc1	2.1	-0.7	-0.8	17.2	0.4	4.2	-5.3	3.9	-1.4
COc1cc(C(C)=O)ccc1OCC(=O)NCc1ccccc1CN1CCCC1	9.9	-2.7	1.8	0.0	-1.9	-3.3	0.2	0.0	-8.1
Cc1ccc(S(=O)(=O)N(C)C[C@@H]2Oc3ncc(Br)cc3C(=O)N([C@H](C)CO)C[C@@H]2C)cc1	-16.1	1.7	5.1	4.5	-4.3	-4.0	6.3	0.4	-3.7
COc1ccc(CC(NC(C)=O)C(=O)NC2CCN(C(=O)c3cccc(Cl)c3)CC2)cc1OC (stereo unspecified)	7.1	-2.4	-5.1	1.8	1.4	4.0	-6.3	1.1	-3.9
Cc1ccc(C(=O)N2CCN(c3cccc(C)c3C)CC2)cc1S(=O)(=O)N1CCOCC1	1.6	-0.7	7.9	-1.3	-5.7	11.0	-15.3	3.4	-6.2

Screening data from PubChem BioAssay.
